# CCR6 antagonist = CCR6 receptor antagonists, primary screen, cell-based, CHO-K1, luminescence, beta-arrestin, uHTS; C-C chemokine receptor type 6 (Homo sapiens), P51684; CHO-K1 CCR6 PathHunter beta-arrestin, CCL20-stimulated; inhibition, % at 20 µM; hit rate 0.49% among 340,000; AID 493098, 2011;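 active = compounds whose inhibition of the agonist-driven luminescence signal at 20 µM reaches about 50%, limit read from the data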;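 note: cells stimulated with CCL20 at 14 nM final; plate controls were DMSO with CCL20 for no effect and DMSO without agonist for full effect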
# Target sequence (P51684 whole entry, looked up): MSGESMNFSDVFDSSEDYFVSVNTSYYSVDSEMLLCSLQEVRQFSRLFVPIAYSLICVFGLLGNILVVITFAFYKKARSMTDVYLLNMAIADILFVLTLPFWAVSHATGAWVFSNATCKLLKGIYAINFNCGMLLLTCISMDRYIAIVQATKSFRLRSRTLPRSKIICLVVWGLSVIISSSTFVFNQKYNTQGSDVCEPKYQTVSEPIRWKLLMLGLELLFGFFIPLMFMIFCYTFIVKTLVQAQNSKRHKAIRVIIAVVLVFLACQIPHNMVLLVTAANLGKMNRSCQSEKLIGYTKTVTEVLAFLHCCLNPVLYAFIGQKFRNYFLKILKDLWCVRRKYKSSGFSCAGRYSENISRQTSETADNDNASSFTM
# Gli-Sufu block = Gli-Sufu pathway antagonists, primary screen, luciferase luminescence, Sufu-KO-LIGHT cells, uHTS | hit rate 0.74% among 340,000 | inhibition, % at 5 µM | Sufu-KO-LIGHT fibroblasts, Gli luciferase reporter luminescence;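 active = inhibition above about 55%, limit read from the data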;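 note: 0% = DMSO-treated cells and 100% = wells with medium but no cells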
# APOBEC3G inh = APOBEC3G DNA deaminase inhibitors, primary screen, biochemical, fluorescence, single-stranded DNA substrate, uHTS; AID 493012, 2011; recombinant A3G, ssDNA deamination FAM/TAMRA fluorescence; inhibition, % at 20 µM; hit rate 0.28% among 330,000; DNA dC->dU-editing enzyme APOBEC-3G (Homo sapiens), Q9HC16;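 active = inhibition of at least 40% at 20 µM, with no more than 30% in the related APOBEC3A deaminase screen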;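 note: plate controls were DMSO wells with A3G for no effect and wells lacking A3G enzyme for full effect; some compounds called inactive have numbers as strong as hits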
# Target sequence (Q9HC16 whole entry, looked up): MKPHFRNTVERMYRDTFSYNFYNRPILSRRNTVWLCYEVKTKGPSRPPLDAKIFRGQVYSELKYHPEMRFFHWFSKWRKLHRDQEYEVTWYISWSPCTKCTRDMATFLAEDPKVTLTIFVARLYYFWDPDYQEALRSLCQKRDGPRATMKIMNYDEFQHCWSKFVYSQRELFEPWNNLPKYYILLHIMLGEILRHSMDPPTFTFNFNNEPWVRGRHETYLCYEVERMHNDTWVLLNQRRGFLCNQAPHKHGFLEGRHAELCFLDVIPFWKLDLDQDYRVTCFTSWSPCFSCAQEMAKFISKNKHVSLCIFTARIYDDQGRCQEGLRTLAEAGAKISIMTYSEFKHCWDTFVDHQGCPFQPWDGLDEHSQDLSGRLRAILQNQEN
# EBI2 block = EBI2 receptor antagonists, beta-arrestin recruitment, primary screen, cell-based, luminescence, 7a,25-OHC stimulation, uHTS; 7a,25-OHC stimulated; inhibition, % at 5 µM; hit rate 0.81% among 360,000; AID 651636, 2012; in the data active = inhibition above about 38%;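 note: enzyme fragment complementation signal reports receptor beta-arrestin coupling in cells; 0% = agonist plus DMSO wells and 100% = wells without agonist; some results beyond the cut were filed as inactive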
# NR3A LBD binder = binders of NR3A ligand-binding domain, primary screen, biophysical, differential scanning fluorimetry, uHTS | NR3A LBD differential scanning fluorimetry, Tm shift; 0% = protein alone, 100% = glycine-bound protein | hit rate 2.5% among 340,000 | Tm shift relative to glycine control, % at 25 µM | AID 1259313, 2017;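 active = melting temperature shift of at least 10% of the positive control shift, at one fixed dose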
# CXCR6 block = CXCR6 receptor inhibitors, primary screen, cell-based, beta-arrestin, luminescence, CHO-K1 PathHunter, 1536-well. C-X-C chemokine receptor type 6 (Homo sapiens), O00574. inhibition, % at 20 µM. hit rate 0.36% among 360,000; in the data active = inhibition above about 34%, passing the limit was not always enough;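 note: antagonist mode with CXCL16 agonist at 10 nM final; 0% = 10 nM CXCL16 with DMSO and 100% = unstimulated wells without agonist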
# APOBEC3A inh = APOBEC3A ssDNA deaminase inhibitors, primary screen, selectivity assay for APOBEC3G inhibitor project, biochemical, FAM/TAMRA oligo cleavage fluorescence; recombinant A3A, FAM/TAMRA ssDNA deamination fluorescence; hit rate 0.41% among 330,000; inhibition, % at 20 µM;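 active = at least 40% inhibition at 20 µM here, with at most 30% in a related deaminase screen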;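 note: plate controls were A3A with DMSO for no effect and wells lacking A3A enzyme for full effect; some results filed as inactive read as strong as hits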
# Target sequence (P31941 whole entry, looked up): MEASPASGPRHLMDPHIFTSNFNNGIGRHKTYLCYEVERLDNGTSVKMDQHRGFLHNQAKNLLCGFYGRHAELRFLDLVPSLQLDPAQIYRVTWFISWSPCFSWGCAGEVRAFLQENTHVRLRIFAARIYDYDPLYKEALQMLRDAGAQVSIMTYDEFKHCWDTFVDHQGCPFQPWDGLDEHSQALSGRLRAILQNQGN
# MPTP inh = mitochondrial permeability transition pore inhibitors, primary screen, biochemical, isolated mouse mitochondria, absorbance | Ca2+ swelling absorbance, 30 min | inhibition, % at 10 µM | hit rate 1.4% among 360,000;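 active = inhibition of 50% or more, scaled per plate between neutral and stimulator controls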;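 note: 0% = DMSO wells given calcium and 100% = 1 mM EGTA wells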
# An asterisk follows results filed as active; nt = no result given.
SMILES,CCR6 antagonist,Gli-Sufu block,APOBEC3G inh,EBI2 block,NR3A LBD binder,CXCR6 block,APOBEC3A inh,MPTP inh
COc1cccc(CNC(=O)C(=O)NCC2OCCCN2S(=O)(=O)c2cc(C)ccc2C)c1 (stereo not given),1,7,-6,-1,3,2,-5,-1.3
Cc1ccc(S(=O)(=O)N(C)c2ccc(C(=O)N3CCOCC3)cc2)cc1,3,-14,-4,0,-4,6,0,-0.3
CC1(C)CC(NC(=O)c2cccc(S(=O)(=O)N(Cc3ccccc3)c3ccccc3)c2)CC(C)(C)N1,18,21,4,-4,-1,-14,6,83*
COc1ccccc1CN1CCCC(N2CCN(c3ccc(F)cc3)CC2)C1 (stereo not given),6,-2,0,-4,-1,-3,3,0.4
CN(Cc1cccc(F)c1)C(=O)CN1CCN(S(=O)(=O)c2ccc3c(c2)OCCCO3)CC1,9,-2,2,0,0,-4,-1,-0.6
COc1ccc(CCNC(=O)C(=O)NCC2CCCO2)cc1OC (stereo not given),5,-7,-3,3,-2,-5,-1,0.0
C/C(Cc1ccccc1)=N/NC(=O)CNC(=O)C(c1ccccc1)c1ccccc1,14,-3,-1,2,-3,7,0,1.6
CCOc1ccc(Cl)cc1/C=N/NC(=O)c1ccccc1,2,3,2,-20,-3,9,3,5.1
O=C(Cc1ccc(Br)cc1)N1CCN(c2ccccc2O)CC1,9,-15,-5,16,1,-6,0,-2.3
O=C1C(c2ccccc2)C2C=CC(C2)N1O (stereo not given),6,-2,nt,-8,1,-5,nt,1.0
O=C(O)c1cc(Br)ccn1,-2,-8,-5,-1,-2,-3,-3,-1.2
CCN(CC)S(=O)(=O)c1ccc(N2CCOCC2)c(NC(=O)CN2C(=O)NC(C)(c3ccccc3)C2=O)c1 (stereo not given),16,8,-8,4,nt,-3,24,-0.8
COc1ccc(OC(=O)c2ccc(Cl)cc2)c(C(C)=O)c1,9,-4,-4,-7,-1,6,0,-1.2
Cc1ccc(C)c(NC(=O)CN(C)C(=O)CSC(C)C(=O)Nc2cc(C)on2)c1 (stereo not given),5,-11,-7,-8,2,-7,-2,-2.0
OCCNCC(O)Cn1c2ccccc2c2ccccc21 (stereo not given),5,-10,2,-9,3,-2,2,-1.5
COc1ccc(C(=O)N2CCCC(CO)(Cc3ccccc3C)C2)o1 (stereo not given),3,6,-4,0,0,1,-3,-2.2
COc1ccc(-c2noc(Cn3cc(S(=O)(=O)N4CCCC4)ccc3=O)n2)cc1,8,-2,1,-2,0,-1,0,0.7
COc1ccc(OC)c(CC(=O)NC(c2ccccc2)c2ccccc2)c1,14,-12,-9,3,-2,1,-3,0.2
CCCOc1cccc(OCC(=O)Nc2nc3ccccc3[nH]2)c1,18,-22,2,-4,-17,-4,4,0.2
CCc1cccc(NC(=O)C2CCCN2S(=O)(=O)c2ccc3c(c2)n(C)c(=O)c(=O)n3C)c1 (stereo not given),16,-2,-1,4,1,-11,-2,1.5
CNC(=S)NN=C(C)c1ccc(OC)cc1O,10,17,nt,-24,-10,6,nt,-3.1
Cc1cc(N2CCN(S(=O)(=O)c3ccc(Br)cc3)CC2)n2ncnc2n1,-1,6,-3,-10,-1,-9,-5,-2.7
COc1ccccc1/C=N/n1nnnc1N,10,-12,-3,5,-5,2,0,-0.5
O=C(NC1CCCC1)c1cccc(S(=O)(=O)N2CCCC2)c1,6,6,-7,-3,0,-9,-1,3.4
Cc1ccc(NC(=O)CSc2nc(C)c(Cc3ccccc3)c(=O)[nH]2)cc1,5,-3,-2,0,-12,-3,0,0.8
CN(C1CCCCC1)S(=O)(=O)CCNC(=O)c1ccccc1,2,-4,-4,-7,-1,-1,1,-0.4
COC(=O)NC1CCS(=O)(=O)C1 (stereo not given),-12,-1,1,-12,-1,3,1,-0.1
O=C(Cn1nnc(-c2ccccc2)n1)N/N=C/c1cccc([N+](=O)[O-])c1,8,50,-5,4,-10,-15,-4,0.3
CC(C)C[C@H](NC(=O)[C@H](Cc1ccccc1)n1c(=O)[nH]c2ccccc2c1=O)C(=O)N1CCC[C@@H]1C(=O)O,5,-9,-11,-1,-2,5,-4,-0.7
CCOC(=O)c1c(C)n(C)c2c1cc(OC(C)=O)c1ccccc12,9,-7,-1,0,1,-8,0,1.1
Cc1ccc(Cn2nnc3c(=O)n(CC(=O)N4CCN(c5ccccc5)CC4)cnc32)cc1,3,13,1,-1,-1,3,6,0.1
Cc1cc(C)cc(NC(=S)N(Cc2cccc(Br)c2)CC2CCC(C(=O)O)CC2)c1 (stereo not given),11,4,-1,5,1,-2,-6,-1.0
COc1ccc(OC)c(NC(=O)C2C3C=CC(C3)C2C(=O)NCc2cccnc2)c1 (stereo not given),6,4,-5,-1,-2,0,-2,-1.5
O=c1ccccn1Cc1c(Cl)cccc1Cl,9,-2,-5,-7,0,-6,-1,-1.6
O=C(O)CCCNC(=O)Nc1ccccc1,-5,5,-5,-13,3,-6,1,-2.1
CN(CC(=O)Nc1ccc(F)cc1)C(=O)CSc1ncccn1,-6,-6,-10,2,-1,2,-1,-1.2
O=C(Nc1cccc(O)c1)C1CCCN1C(=O)OCc1ccccc1 (stereo not given),15,4,-3,-2,-1,-4,-1,2.5
Nc1nc(-c2ccccc2)c(CCCOc2ccc(NC(=O)CBr)cc2)c(=O)[nH]1,7,4,nt,-3,-5,-7,nt,-0.4
COc1ccc(S(=O)(=O)Cc2ccc(C(=O)N3CCOCC3)o2)cc1,3,2,-1,-3,-2,4,-1,-0.8
CC(=O)Nc1ccc(S(=O)(=O)N(C)CC(=O)OC(C)C(=O)NC2CCCCC2)cc1 (stereo not given),7,-16,-8,-4,-2,9,-4,1.5

# Whole records, quoted from the list. Order of values: CCR6 antagonist | Gli-Sufu block | APOBEC3G inh | EBI2 block | NR3A LBD binder | CXCR6 block | APOBEC3A inh | MPTP inh
# O=C(Nc1cccc(O)c1)C1CCCN1C(=O)OCc1ccccc1 (stereo not given) in the list: 15 | 4 | -3 | -2 | -1 | -4 | -1 | 2.5
# O=c1ccccn1Cc1c(Cl)cccc1Cl in the list: 9 | -2 | -5 | -7 | 0 | -6 | -1 | -1.6

# In the list so far, three contain a Cl atom:
SMILES,CCR6 antagonist,Gli-Sufu block,APOBEC3G inh,EBI2 block,NR3A LBD binder,CXCR6 block,APOBEC3A inh,MPTP inh
CCOc1ccc(Cl)cc1/C=N/NC(=O)c1ccccc1,2,3,2,-20,-3,9,3,5.1
COc1ccc(OC(=O)c2ccc(Cl)cc2)c(C(C)=O)c1,9,-4,-4,-7,-1,6,0,-1.2
O=c1ccccn1Cc1c(Cl)cccc1Cl,9,-2,-5,-7,0,-6,-1,-1.6

# Remaining list, next part
SMILES,CCR6 antagonist,Gli-Sufu block,APOBEC3G inh,EBI2 block,NR3A LBD binder,CXCR6 block,APOBEC3A inh,MPTP inh
CCN(CC(=O)Nc1ccccc1C(F)(F)F)C(=O)c1cc(S(=O)(=O)N2CCCCCC2)ccc1OC,10,7,-9,-8,1,0,-4,0.3
COc1ccc(-n2c(C)cc(C(=O)COC(=O)Cc3n[nH]c(=O)c4ccccc34)c2C)cc1,40,11,0,30,-2,25,1,20
CSc1nc(-c2ccc(C)cc2)nc(N)c1C#N,9,5,-5,2,-10,-4,-2,7.1
Cc1nc2ncnn2c(C)c1Cc1ccc(Cl)cc1,3,7,-2,-3,1,8,-2,-0.4
CCC(=O)OCC(=O)N=c1sccn1Cc1ccccc1Cl,5,-8,-9,-2,1,-3,-1,1.4
O=C(/C=C/c1ccco1)Nc1ccccc1N1CCCC1,14,-2,-1,9,-2,0,2,1.4
COc1ccc(-n2sc3c(c2=S)-c2cc(OC)ccc2NC3(C)C)cc1,7,6,-3,15,1,3,-4,4.0
CNC(=O)CC1C(=O)N(c2ccc(Cl)cc2)C(=S)N1NC(=O)c1cccc(F)c1 (stereo not given),6,6,-6,1,0,7,-3,0.0
O=C1N=C(N2C=CC(=C3C=CNC=C3)C=C2)/C(=C/N=NC(=O)c2ccccc2O)S1,22,17,8,-6,0,14,8,0.6
O=C(O)Cn1cc(C(=S)N2CCOCC2)c2ccccc21,-24,-4,26,-8,2,1,6,-2.7
O=C(Nc1cccc2nsnc12)c1ccc(-c2cccc(Cl)c2)o1,8,0,-3,-1,1,6,-4,0.9
O=C(CNC(=O)c1ccccc1F)NC1CCN(Cc2ccccc2)CC1,-3,17,11,-8,-1,-6,2,-2.6
COC(=O)C1=CN(c2ccc(F)cc2)C=C(C(=O)OC)C1c1ccc([N+](=O)[O-])cc1,20,-10,-3,10,-1,9,-1,1.1
C=CCc1cc(Cl)ccc1OCCNCCCOC,10,14,-4,-7,0,2,1,-0.7
Cc1ccc(Cn2cc(S(=O)(=O)c3ccc(C(C)C)cc3)c(=O)c3cc4c(cc32)OCO4)cc1,24,4,-7,-2,4,-2,-2,-0.4
CCCn1c(N)c(N(CCOC)C(=O)c2cc3c(s2)CCCCC3)c(=O)[nH]c1=O,-12,0,-8,5,0,-1,-2,-0.9
O=C1CC(c2ccco2)CC(O)=C1C=Nc1cc(Cl)ccc1Cl (stereo not given),7,5,21,-13,-3,7,28,0.3
Cc1ccc(S(=O)(=O)N2CCOC2CNC(=O)C(=O)NCCc2ccccc2)cc1 (stereo not given),3,7,-2,-13,-1,-7,4,1.4
COc1cc(/C=N/NC(=O)c2cc(-c3cccn3C)n[nH]2)cc(OC)c1OC,-3,-3,-7,4,-27,-1,-4,1.3
Cc1ccc(Cc2cnc(N)s2)o1,5,-18,38,-10,-17,-5,27,-0.5
Nc1nc(-c2cccnc2)nn1C(=O)Cc1ccccc1,-12,4,-6,-2,0,-10,-1,-1.5
COC(=O)c1sccc1NC(=O)CC1C(=O)NCCN1C(=O)Nc1ccc(F)cc1F (stereo not given),-18,6,-5,-4,-1,-6,-2,-1.7
COc1ccc(OC)c(N/C=C/C(=O)c2ccccc2)c1,16,-35,-7,12,-1,6,-1,1.2
CCC(=O)Nc1ccc(C(=O)NNC(=O)c2cc(OC)c(OC)c(OC)c2)cc1,-4,-1,5,6,-1,4,4,-2.6
Cc1cc(C)n(C(=O)COc2ccc(Cl)cc2Cl)n1,13,-1,-4,-2,3,-6,-2,1.3
CC1(C)NC(=O)N(CC(O)COc2ccc(-c3ccc(C#N)cc3)cc2)C1=O (stereo not given),-6,10,-4,4,-2,-15,1,1.6
C[C@]1(C(=O)O)C=C[C@@H](Cc2ccccc2)N1C(=O)c1ccccc1,-6,8,-5,-19,3,2,-1,-1.7
O=C(O)c1c(NC(=O)c2cccc3ccccc23)sc2c1CCC2,-14,5,0,-1,-9,-1,-1,0.5
CCNc1nc(NCC)nc(C(=O)NN)n1,-11,-3,-2,3,-3,-4,-1,-0.6
Cc1ccc(C(=O)Nc2ccc3c4c(cccc24)CC3)cc1[N+](=O)[O-],11,-1,-2,-7,-7,8,2,1.0
Cc1ccc(C)c2sc(NC(=O)CN3C(=O)CCC3=O)nc12,4,-16,3,4,0,1,7,0.4
N#Cc1nc(COc2cccc(Cl)c2)oc1NCc1ccco1,2,22,-7,16,-10,4,-2,-0.9
CCCc1nnc(NC(=O)c2cccnc2)s1,-1,1,-6,-13,2,10,-2,3.1
CC(C)CC(=O)N1CCN(Cc2cccc(Cl)c2)CC1,12,3,0,0,0,3,-3,-0.2
COc1ccc(S(=O)(=O)N2CCN(Cc3ccccc3)CC2)c(C)c1,3,5,-6,0,0,6,-4,-0.8

# Screening results (PubChem)
